Assay outcomes (PubChem)
PLCb3 inh = human PLC-beta3 inhibitors, primary screen, biochemical, fluorescence; 1-phosphatidylinositol 4,5-bisphosphate phosphodiesterase beta-3 (Homo sapiens), Q01970; Purified PLC-beta3, fluorogenic substrate; inhibition, % at 12.2 µM; 370,000 tested, 0.18% active; AID 720704, 2013; in the data active = inhibition above about 11%;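 note: 0% = median of compound wells on plate and 100% = full blocker control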
HGIII-sPLA2 inh = human group III sPLA2 inhibitors, primary screen, biochemical, QFRET, BODIPY PC-A2 liposome substrate; QFRET BODIPY PC-A2 liposome hydrolysis, fluorescence; inhibition, % at 12.2 µM; 370,000 tested, 0.56% active;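 active = inhibition above mean plus 3 SD of compounds lying within the high and low control bounds, cut at about 19% in these data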;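 note: 0% = median of test compound wells and 100% = no enzyme DMSO wells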
Target sequence (Q9NZ20 whole entry, looked up): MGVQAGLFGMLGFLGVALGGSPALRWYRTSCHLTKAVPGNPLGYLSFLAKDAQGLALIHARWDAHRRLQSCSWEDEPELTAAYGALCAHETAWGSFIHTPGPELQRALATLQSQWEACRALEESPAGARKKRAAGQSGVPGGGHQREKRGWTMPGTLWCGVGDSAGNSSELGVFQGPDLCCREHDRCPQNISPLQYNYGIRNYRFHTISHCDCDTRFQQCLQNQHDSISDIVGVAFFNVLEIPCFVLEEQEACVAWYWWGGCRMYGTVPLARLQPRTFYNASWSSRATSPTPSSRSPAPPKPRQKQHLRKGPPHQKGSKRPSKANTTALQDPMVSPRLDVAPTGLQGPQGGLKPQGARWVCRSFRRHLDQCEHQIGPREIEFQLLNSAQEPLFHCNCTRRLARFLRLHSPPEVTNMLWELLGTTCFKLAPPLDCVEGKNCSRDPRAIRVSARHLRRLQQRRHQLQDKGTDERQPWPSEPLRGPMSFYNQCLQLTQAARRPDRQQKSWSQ
GAA850 FXN act = FXN promoter activators, primary screen, cell-based, luciferase luminescence, HEK293 lucGAA850 | HEK293 lucGAA850 FXN promoter luciferase reporter, 24 h; percent of 10 µM SAHA response | activation, % at 6 µM | 360,000 tested, 0.56% active | AID 540364, 2011;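 active = activation above the average of all compounds screened plus 3 SD, cutoff fixed separately per campaign, cut at about 7.5% in these data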;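 note: 0% = DMSO wells and 100% = 10 µM SAHA wells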
SMARCA2 activ = SMARCA2 (BRM) function activators, primary screen, cell-based, luminescence, high throughput; MG213 cells, MMTV-luciferase reporter, dexamethasone, overnight; activation, % at 9.1 µM; 370,000 tested, 1% active; AID 652017, 2013; in the data active = activation above about 7.8%;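 note: 0% = vehicle wells and 100% = reference activator wells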
hcDAF12 agonist = H. contortus DAF-12 nuclear receptor activators, primary screen, cell-based, luminescence, HEK293, lit1-tk-luc reporter | HEK293 hcDAF-12 lit1-tk-luc reporter; 0% DMSO, 100% Δ7-dafachronic acid | 370,000 tested, 1.4% active | AID 652067, 2013 | activation, % at 6.8 µM;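 active = activation above the mean of all tested compounds plus 3 SD, cut at about 5.5% in these data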;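 note: 100% = response to 3 µM Δ7-dafachronic acid high control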
ssDAF-12 act = S. stercoralis DAF-12 nuclear receptor activators, primary screen, cell-based, luminescence, HEK293, GRIP1 co-expression, lit1-tk-luc. activation, % at 6.8 µM. HEK293 ssDAF-12/GRIP1 lit1-tk-luc reporter; % of 3 µM dafachronic acid response. Nuclear hormone receptor DAF-12 (Strongyloides stercoralis). AID 652126, 2013. 370,000 tested, 1% active;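 active = activation above the mean over all tested compounds plus 3 SD, cut at about 0.9% in these data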;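 note: 0% = DMSO-only wells and 100% = 3 µM delta7-dafachronic acid wells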
PG9 binder = binders of HIV-1 gp120 antibody PG9, primary screen, biochemical, TR-FRET. inhibition, % at 6.7 µM. TR-FRET gp120-PG9 antibody binding. HIV-1 gp120 / PG9 antibody interaction. AID 624416, 2012. 360,000 tested, 0.43% active; in the data active = inhibition above about 8.5%
DAX1 inh-1 = DAX1 (NR0B1) inhibitors on StAR promoter, primary screen, cell-based, luminescence, SF-1 (NR5A1), full-length DAX-1. 370,000 tested, 1.1% active. HEK293T StAR-luciferase reporter, SF-1/DAX-1 repression relief. inhibition, % at 6.8 µM. AID 652010, 2013;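 active = inhibition above the mean over all tested compounds plus 3 SD, cut at about 3.6% in these data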;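 note: 0% = DAX-1 cells with DMSO and 100% = cells lacking DAX-1 with DMSO; higher inhibition means more luminescence from relief of DAX-1 repression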
hgDAF12 agonist = H. glycines DAF-12 receptor agonists, primary screen, cell-based, luminescence, HEK293, GAL4 fusion, UAS-luciferase; Nuclear hormone receptor DAF-12 (Heterodera glycines), GAL4 fusion; activation, % at 6.8 µM; 370,000 tested, 1.8% active; HEK293 GAL4-hgDAF12 UAS-luciferase reporter, agonist luminescence; normalized to butyrate control;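 active = activation above a cutoff set at the mean of all screened compounds plus 3 SD, cut at about 10% in these data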;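 note: 0% = DMSO wells and 100% = sodium butyrate wells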
DAX1 inh-2 = DAX1 (NR0B1) inhibitors, primary screen, cell-based, HEK293, Gal4-DAX1, luciferase luminescence; Nuclear receptor subfamily 0 group B member 1 (Homo sapiens), P51843; inhibition, % at 6.75 µM; 340,000 tested, 0.99% active; HEK293 Gal4-DAX1 luciferase reporter; AID 504766, 2011;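 active = inhibition above the mean over all tested compounds plus 3 SD, cut at about 4.2% in these data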;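 note: 0% = DAX1-transfected cells with DMSO and 100% = empty-vector control cells with DMSO; inhibition shows as a rise in luminescence from relieved DAX1 repression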
Target sequence (P51843 207-470 limits assumed): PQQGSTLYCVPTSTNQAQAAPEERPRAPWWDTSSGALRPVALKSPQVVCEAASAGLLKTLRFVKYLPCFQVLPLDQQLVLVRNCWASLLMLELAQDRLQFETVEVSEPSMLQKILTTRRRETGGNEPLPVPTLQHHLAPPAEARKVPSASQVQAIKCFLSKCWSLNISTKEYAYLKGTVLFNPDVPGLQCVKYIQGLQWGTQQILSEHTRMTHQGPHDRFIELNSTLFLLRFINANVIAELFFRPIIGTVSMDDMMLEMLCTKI
Rev-erbA mod = modulators of Rev-erb alpha DNA binding, primary screen, biochemical, FITC-DNA, fluorescence polarization, uHTS; Nuclear receptor subfamily 1 group D member 1 (Homo sapiens), P20393; Rev-erbα–FITC-DNA binding, 90 min; activity, % at 10 µM; 370,000 tested, 0.79% active; AID 1259318, 2017;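 active = activity above about 14%, limit read from the data; passing the limit was not always enough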;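 note: 0% = DMSO wells with 35 nM protein and 100% = DMSO wells with 750 nM protein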
Numbers without * were called inactive; . = no result given; & = joins results of further samples.

SMILES	PLCb3 inh	HGIII-sPLA2 inh	GAA850 FXN act	SMARCA2 activ	hcDAF12 agonist	ssDAF-12 act	PG9 binder	DAX1 inh-1	hgDAF12 agonist	DAX1 inh-2	Rev-erbA mod
O=C(c1ccco1)N1CCN=C1SCc1cccc(F)c1	4	8	1.8	1	-1.5	-1.4	0.9	-1.0	1.2	1.2	-5
CCOC(=O)CNS(=O)(=O)c1ccc(C)cc1	3	-3	0.5	2	-1.7	-1.5	-4.6	-0.6	-2.3	-0.1	-5
O=C(NC(CC(=O)N1CCN(c2ccccc2)CC1)c1ccccc1)c1ccccc1Cl (stereo not drawn)	3	15	0.0	-5	-2.5	-2.5	0.4	-0.6	0.0	-0.3	-2
NS(=O)(=O)c1ccc(NC(=S)NCc2ccccc2Cl)cc1	-2	-7	1.0	2	-0.9	-0.2	-1.0	-0.6	-0.4	0.9	2
COC(=O)c1cc(-c2cccc(OC)c2)n[nH]1	0	3	1.7	3	-0.6	-0.8	0.8	0.3	0.2	1.3	1
COC(=O)c1sccc1NC(=S)N1CCN(c2ccccc2F)CC1	3	-1	0.0	-4	1.4	-1.0	-2.0	0.6	-1.0	1.7	7
Cc1ccc(S(=O)(=O)/N=C(\N)c2ccc(Cl)cc2)cc1	-6	-9	0.6	-1	-1.7	-1.2	1.7	-0.7	-3.5	0.2	1
Clc1ccc(-n2c(SCc3nc4ccccc4[nH]3)nnc2-c2ccncc2)cc1	-21	-1	0.7	-1	3.5	0.2	-0.5	-0.1	2.9	-0.2	-2
O=C(Cc1cc(=O)[nH][nH]1)N/N=C/c1cccc(Cl)c1Cl	3&-67	-16&-12	-0.2&1.1	0&-1	-0.6&-1.9	-1.3&-0.5	-2.5&-0.2	0.2&0.4	-0.2&-1.5	-1.2&0.0	-3&4
O=C(NC1CC1)C1=C[C@@H](c2c[nH]c3ccccc23)C[C@@H](OCCCCO)O1	-28	-1	1.2	0	3.2	-0.5	-0.6	-0.4	0.8	2.6	-3
Cc1ccc(-c2csc(NC3OC(=O)c4ccccc43)n2)cc1 (stereo not drawn)	-6	1	0.1	-1	-3.1	-1.2	0.5	-0.5	-4.5	-0.1	-2
COC(=O)C1=C(C)N(CCc2cc(OC)c(OC)c(OC)c2)C(=O)N[C@H]1c1ccccc1	-4	5	-0.2	0	-2.1	-1.1	0.6	0.0	0.6	1.3	0
COc1nc(Oc2ccc(C(=O)OCC(N)=O)cc2)nc(N(C)C)n1	3	3	3.5	-3	-2.0	-1.7	0.4	-0.1	-1.5	0.9	5
O=C(CN1CCN(C(=O)CNC(=O)c2ccc3c(c2)OCO3)CC1)Nc1ccccc1Cl	-2	-1	-1.8	-1	-0.8	-1.5	-1.3	-0.9	-0.4	-0.4	3
CN(C)S(=O)(=O)c1cccc(NC(=O)c2n[nH]c(=O)c3ccccc23)c1	-3	-22	2.1	-1	-0.1	-2.0	-1.1	0.5	-1.4	1.8	-8
COC(=O)c1sc(NC(=S)NC(=O)c2ccccc2C)nc1C	0	8	3.2	-2	0.4	-0.8	-0.5	0.4	3.3	-1.7	1
C/C(=N\NC(=O)c1ccc(CN(C)S(=O)(=O)c2ccc(C)cc2)cc1)c1ccc(OC(F)F)cc1	3	2	-0.1	-2	-0.1	-1.5	-1.9	-0.6	1.8	0.0	-1
C/C(=N/NC(=S)Nc1ccccc1)c1ccc2c(c1)OCO2	-1	1	0.5	0	8.7*	0.9	-1.0	0.8	10	-0.3	-4
Cc1cccc2cc3c(NC(=O)c4ccccn4)nn(C)c3nc12	-48	8	0.7	-1	4.3	0.2	-2.7	1.0	0.9	1.2	-2
O=C(Nc1ccc(C(=O)O)cc1)Nc1cccc2ccccc12	-31	2	1.6	-3	-1.4	-1.4	-1.7	-0.1	-0.9	0.5	-5
COc1ccc(-c2nc(C=O)cs2)cc1	-7	-3	2.8	0	0.3	-1.6	-1.7	0.8	0.3	1.6	5
CNc1ccc(SC#N)cc1	-11	4	-1.9	-2	-2.7	-1.4	-1.1	-1.6	-4.9	-1.2	2
CCc1nnc(NC(=O)CSc2nc3ccccc3c(=O)n2CCCOC)s1	3	-1	2.1	1	1.8	-0.3	-0.8	-0.7	2.1	0.0	6
O/C(=C\c1ccc2ccccc2n1)c1ccncc1	-17	-2	2.4	6	8.6*	1.2*	-7.7	3.6	12*	2.3	-7
CCc1cc(=O)[nH]c(SCC(=O)N2CCC(Cc3ccccc3)CC2)n1	-9	9	0.8	-2	-1.0	-0.7	-1.0	0.3	-0.1	-0.9	1
Cc1cc(C(=O)N=Nc2c(O)n(C(C)C)c3ccccc23)n[nH]1	6	-2	2.6	0	-1.9	-1.6	-8.0	-1.4	-3.0	-0.6	-1
O=C(NNC(=O)c1csc(-c2cccnc2)n1)c1ccccc1	-5	-2	1.1	-1	1.3	-0.6	-1.0	0.9	4.3	1.1	5
CC(CCc1ccccc1)NC(=O)CN1C(=O)NC2(CCCCC2C)C1=O (stereo not drawn)	-5	2	1.4	2	-0.7	-0.8	-1.9	0.3	-0.9	0.5	7
O=C(NC(=S)Nc1ccc(S(=O)(=O)Nc2nccs2)cc1)C1CC1	-3	-7	0.8	-2	-1.3	-1.9	1.8	-0.6	-2.2	-0.2	-1
CC1CCN(C(=S)c2cccc(O)c2)CC1	-3	-8	1.3	1	-1.1	-1.0	0.3	-0.4	0.6	3.0	0
O=C(COC(=O)C1(c2ccccc2F)CCCC1)N1CCNC1=O	-4	6	-0.3	-1	-0.3	-0.7	-2.7	1.1	-0.5	1.5	-3
COc1ccc(CNCC#Cc2ccccc2)cc1	2	-1	.	-3	0.1	-1.5	.	-0.2	1.9	.	-1
CN(CC(=O)Nc1ccccc1Cl)C(=O)c1ccc(COc2ccccc2)cc1	-11	-2	0.6	-2	-0.2	-1.5	-0.1	-0.8	-1.2	0.1	6
O=C(O)CC1NC(=S)N(c2ccccc2)C1=O (stereo not drawn)	5	-4	1.0	-2	-1.4	-1.5	-2.3	0.0	0.4	-0.8	-4
CCOC(=O)c1cnc2ccc(OCC)cc2c1N1CCN(C)CC1	-50	2	4.2	4	-1.5	-1.3	-0.8	0.0	-3.5	-0.9	-1
Cc1ccc(C(=O)COC(=O)[C@@H](NC(=O)c2ccco2)C(C)C)s1	-3	7	1.1	0	-2.3	-1.1	0.8	0.0	0.1	0.0	-3
O=C(COC(=O)c1ccc([N+](=O)[O-])s1)c1ccc[nH]1	-2	4	0.0	0	-0.1	-1.1	-2.6	1.4	-0.4	-0.4	-12
O=C(c1ccc(S(=O)(=O)N2CCCC2)cc1)N1CCN(c2cccc(Cl)c2)CC1	-4	-1	-1.1	-3	-1.0	-1.0	-1.4	1.4	-2.6	0.1	-2
O=C(COc1ccccc1)Nc1ccc2[nH]ncc2c1	-7	2	1.4	-2	-0.2	-1.6	1.5	-0.5	-0.4	1.7	4
COc1ccc2nc(-c3ccc(F)cc3)sc2c1	-68	11	0.5	4	9.3*	1.0*	1.0	2.9	11*	-1.8	5
CCOC(=O)CNCCC(=O)c1ccc(Br)cc1	-2	16	2.5	-4	-0.9	-1.1	1.8	-0.2	2.7	1.1	-1
O=C(NCCc1ccccc1)c1cc(-c2ccc3c(c2)OCO3)on1	0	-5	-3.1	1	-1.4	-1.9	0.3	0.6	2.0	-0.6	0
COC(=O)[C@H](C)NC(=O)[C@H](CC(C)C)NC(=O)OC(C)(C)C	1	1	.	-3	-0.3	-1.1	.	-0.4	-2.9	.	9
CCn1c(SC2CCOC2=O)nnc1-c1ccc(Cl)cc1 (stereo not drawn)	-2	6	-1.0	-2	-0.4	-1.8	0.9	-0.5	-5.7	2.0	4
COc1cc(/C=C2/C(=N)N3N=C(CC(=O)N4CCOCC4)SC3=NC2=O)ccc1OCc1ccc(F)cc1	-86	-21	6.1	0	3.2	0.0	-2.5	3.8*	9.3	0.6	-1
COc1ccc(-c2noc(N3CCC(C(=O)Nc4cccc(OC)c4)CC3)n2)cc1	-1	-31	-6.5	-3	-3.2	-1.3	-0.2	-1.3	-0.4	-2.2	5
COc1ccc(S(=O)(=O)N2CCCC2CNC(=O)C(=O)NCc2ccc(C)cc2)cc1 (stereo not drawn)	-3	-15	1.3	-4	-0.6	-1.3	-0.8	-1.8	-3.5	-1.2	0
Cc1ccccc1-c1nc(CS(=O)(=O)CC(=O)N2CCOCC2)c(C)o1	-10	2	-1.2	-3	-1.6	-1.4	0.2	0.7	-3.0	-0.3	8
Cc1cccc(NC(=O)CCC(=O)N/N=C/c2ccc(O)cc2O)c1	-20	-14	-0.3	0	0.9	-0.9	-3.4	0.0	-7.0	0.4	-1
CCCC(=O)Nc1nnc(-c2cccc(OCC)c2)s1	3	1	4.9	6	-1.8	-1.4	16*	1.4	-0.8	0.2	8

(further entries)
SMILES	PLCb3 inh	HGIII-sPLA2 inh	GAA850 FXN act	SMARCA2 activ	hcDAF12 agonist	ssDAF-12 act	PG9 binder	DAX1 inh-1	hgDAF12 agonist	DAX1 inh-2	Rev-erbA mod
O=C(Nc1ccc(N2CCOCC2)cc1)c1ccc([N+](=O)[O-])o1	-7	11	2.1	15*	2.2	0.6	-3.8	-0.6	8.0	1.4	2
COC(=O)c1ccccc1C(=O)N1CCCC(C(=O)c2cc(F)ccc2F)C1 (stereo not drawn)	-3	-5	1.5	0	0.3	-2.1	-1.5	-0.7	-0.1	0.7	-5
COc1ccc(C(=O)COC(=O)c2sc(C)nc2C)cc1Cl	-11	-13	-1.3	0	-1.2	-0.9	-1.2	-2.1	-0.7	-1.1	7
CCOC(=O)[C@]12CCC=C1N(Cc1ccco1)C(=O)[C@H](CC(=O)NCC13CC4CC(CC(C4)C1)C3)C2	-2	1	.	-3	1.5	-1.7	0.4	-0.7	0.1	.	-5
O=C(Nc1cc(C(F)(F)F)ccc1Cl)c1cc(C2CC2)on1	1	-5	0.0	-2	4.0	-0.1	0.1	0.6	1.9	-0.6	4
Cc1c(Cl)cccc1NC(=S)N1CCN(c2ncccn2)CC1	3	-1	0.9	0	-1.2	-0.9	-0.5	0.1	1.9	-0.7	5
